# HCV inhibitor – inhibitors of hepatitis C virus infection; AID 651820; Huh7.5.1 HCVcc-Cre infection, luciferase reporter, 44 h; Potency, µM (titrated, usually from 41.8 µM), for the others: at the highest dose activity change, negative = inhibition, most hits filed as inhibitors; 340,000 tested, 3.4% active
#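 Whole-lifecycle infectious HCVcc-Cre system; cells 1,000/well, compound then virus (~0.5 moi) added 4 h after plating, 44 h culture. Luciferase read 15 sec following 15 min substrate incubation, room temp.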
# LmPK inh – inhibitors of Leishmania mexicana pyruvate kinase | purified LmPK, Kinase-Glo ATP luminescence, 1 h | Potency, µM (doses to about 57.5 µM), without a hit: top-dose activity change, negative = inhibition, most hits filed as inhibitors | 290,000 tested, 0.37% active | AID 1721
# Target sequence (Q27686 whole entry, looked up): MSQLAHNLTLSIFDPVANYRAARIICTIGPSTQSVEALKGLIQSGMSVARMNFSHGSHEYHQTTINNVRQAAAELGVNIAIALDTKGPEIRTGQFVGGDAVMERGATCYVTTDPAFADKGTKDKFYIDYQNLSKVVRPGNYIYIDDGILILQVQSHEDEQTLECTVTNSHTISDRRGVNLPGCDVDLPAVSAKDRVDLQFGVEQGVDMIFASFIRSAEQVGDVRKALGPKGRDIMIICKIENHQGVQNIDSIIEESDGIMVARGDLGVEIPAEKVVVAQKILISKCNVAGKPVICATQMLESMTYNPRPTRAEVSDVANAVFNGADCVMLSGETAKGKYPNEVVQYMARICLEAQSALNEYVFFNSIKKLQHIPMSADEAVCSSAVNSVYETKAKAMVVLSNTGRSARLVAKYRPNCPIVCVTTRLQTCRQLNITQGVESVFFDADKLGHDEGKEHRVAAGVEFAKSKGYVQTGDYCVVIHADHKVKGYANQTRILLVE
#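 Purified LmPK (0.1 nM) with 0.5 mM PEP and 0.1 mM ADP in imidazole buffer pH 7.2 with MgCl2/KCl, 1 h at room temperature. ATP formed was read by luciferase luminescence and normalized to no-enzyme and uninhibited controls.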
# Pf growth 96h – inhibits malaria parasite growth, 96 h; P. falciparum luciferase reporter growth, 96 h; 320,000 tested, 6.9% active; Potency, µM (doses to about 28.7 µM), inactives show at the highest dose activity change, negative = inhibition, hits mostly inhibitors
#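 Delayed-death screen, second-generation endpoint: infected erythrocytes, 2% hematocrit, 0.05% parasitemia final; 96 hours at 37 C, 5% CO2; luciferase detection reagent; luminescence decrease equals reduced growth.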
# TbPYK inhibitor – T. brucei pyruvate kinase inhibition. TbPYK enzyme, Kinase-Glo Plus ATP luminescence, 45 min. Potency, µM (titrated, usually from 76.8 µM), without a hit: top-dose activity, negative = inhibition, actives largely listed as inhibitors. 410,000 tested, 0.12% active; note: nearly all actives have a fitted effect of over 50% in size
#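 In this concentration-response screen, enzyme-free wells defined baseline while DMSO plates tracked drift. Each reaction combined TbPYK, substrate, compound and 130 uM ADP for 45 min at room temperature. Kinase-Glo Plus luminescence gave the signal.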
# Sm TGR block – inhibitors of Schistosoma mansoni thioredoxin glutathione reductase; Potency, µM (highest dose often 114 µM), without a hit: top-dose activity change, negative = inhibition, actives largely listed as inhibitors; purified TGR, DTNB reduction, TNB absorbance 405 nm; Q962Y6; 360,000 tested, 3% active; note: nearly all actives have a fitted effect of over 60% in size
#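 First, TGR (20 nM dispensed) and NADPH were mixed with compound. Second, a 15 min room-temperature incubation followed. Third, further NADPH and then DTNB were added to start the reaction. Finally, TNB absorbance was monitored kinetically.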
# Pf growth 48h – P. falciparum growth inhibition at 48 hours (one generation); 310,000 tested, 5.9% active; P. falciparum luciferase growth in erythrocytes, 48 h; Potency, µM (titrated, usually from 28.7 µM), without a hit: at the highest dose activity change, negative = inhibition, most hits filed as inhibitors
#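 Erythrocytes infected with P. falciparum carrying an integrated firefly luciferase reporter (2% hematocrit, 0.1% parasitemia final) were exposed to compounds in RPMI 1640 with 0.5% Albumax at 37 C, 5% CO2. Growth inhibition was scored as reduced luminescence.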
# Starred values were filed as active, the others as inactive; ? = inconclusive; / = no result given; [ ] = remark or other dose. Calls come from the whole dose curve; as a rule, active = well fitted curve in the direction sought with a large enough effect; inconclusive = small, poorly fitted or top-dose-only effect, or another doubt; inactive = no such curve, though single readings can be large; an effect the other way counts as inactive or inconclusive. % is set by controls: 0 for no effect and ±100 for the full control effect; potency is the fitted concentration of half-maximal effect.
SMILES,HCV inhibitor,LmPK inh,Pf growth 96h,TbPYK inhibitor,Sm TGR block,Pf growth 48h
O=C(CSc1ncccc1C(=O)O)c1ccccc1F,25.4%,-2.8%,38.0%[activator],-2.9%,-20.9%,12.5%
O=c1oc2ccccc2nc1/C=C(\O)c1ccc(Br)cc1,5.2%,-0.4%,?,3.8%,?,1.85µM*
Cc1cc(=O)oc2cc(OCC(=O)NCc3cccnc3)ccc12,6.4%,-6.7%,-14.5%,1.4%,-0.1%,2.1%
Cc1ccc(NC(=O)OCC(F)(F)C(F)F)cc1NC(=O)OCC(F)(F)C(F)F,?,3.5%,/,2.5%,0.0%,-6.2%
COC(=O)[C@H](CCSC)NC(=O)[C@@H](Cc1cnc[nH]1)NC(=O)OCc1ccccc1,11.1%,0.3%,6.6%,-6.3%,6.8%,3.8%[0.00184 µM]
CCOc1ccc2nc(NC(NC(=O)CC)(C(=O)OC)C(F)(F)F)sc2c1 (centres undefined),7.1%,1.6%,-6.5%,-6.8%,6.8%,-18.9%
C=CCOc1cccc(CNn2nnnc2N)c1,0.4%,-4.2%,47.2%[activator],-2.9%,/,29.8%
O=C(COc1coc(CN2CCN(c3ccccc3)CC2)cc1=O)Nc1cccc(F)c1,11.9%,/,?,-8.3%,-2.1%,5.1%
CCOC(=O)C1CCN(CCC(=O)Nc2cccc(C)c2)CC1,4.1%,9.0%,26.7%,-10.9%,-0.4%,16.6%
Cc1ccc(S(=O)(=O)Nc2c(Cl)c(Cl)c(O)c3ccccc23)cc1,/,6.31µM*,?,/,0.316µM*,-21.4%
O=C(NCCCN1CCOCC1)c1ccc(CS(=O)(=O)Cc2ccccc2Cl)o1,11.0%,1.4%,4.9%,2.1%,-32.7%,27.4%
O=C(CSc1ncnc2sc(-c3ccccc3)cc12)NC1CCS(=O)(=O)C1 (centres undefined),-28.0%,3.0%,?,-7.8%,6.8%,-24.6%
Cc1ccc(S(=O)(=O)NCCC(=O)NNC(=O)c2ccccc2Cl)cc1C,-8.5%,/,5.8%,1.3%,-6.5%,35.5%[activator]
O=C(c1ccccc1NS(=O)(=O)c1ccccc1[N+](=O)[O-])N1CCCC1,6.8%,-6.7%,26.5%,-7.7%,-0.9%,-1.7%
CCOC(=O)CC1C(=O)NCCN1Cc1cccc(C(F)(F)F)c1 (centres undefined),9.8%,2.0%,-3.7%,2.2%,0.0%,/
C=CCOc1ccc2c(c1)C(=NO)c1cc(OCC=C)ccc1-2,?,6.7%,?,2.0%,-22.7%,/
COc1ccccc1C(=O)N1CCN=C1c1ccccc1,17.1%,1.2%,9.6%,1.8%,1.6%,3.3%
O=C(Cn1cnc2sc3c(c2c1=O)CCCC3)NCC(=O)Nc1ccc(F)cc1F,1.6%,7.6%,16.7%,-0.9%,-1.9%,-14.5%
O=Cc1cnc2ccccc2c1-c1ccccc1,-27.8%,-11.8%,?,-5.7%,-30.1%,-9.7%
C(=Nc1ccc(Nc2ccccc2)cc1)c1ccc2ccccc2c1,9.0%,2.5%,14.3%,-14.9%,?,?
O=C(NNC(=S)Nc1ccc(Br)cc1)c1cccnc1,-9.6%,4.5%,43.2%[activator],-23.8%,6.3%,43.0%[activator]
Cc1c(C(=O)OCC(=O)Nc2ccc(C(N)=O)cc2)cccc1[N+](=O)[O-],?,-0.3%,21.1%,1.2%,2.9%,-5.2%
CC(=O)N1CCN(S(=O)(=O)c2cccc(C(=O)NNC(=O)COc3ccc(Cl)cc3C)c2)CC1,2.2%,/,5.7%,-4.2%,0.8%,?
CCNC(=O)COC(=O)c1cc(=O)[nH]c2ccccc12,12.4%,-1.8%,19.5%,3.5%,-26.8%,2.1%
O=C(N/N=C/c1cc(Br)ccc1O)C(c1ccncc1)N1CCOCC1 (centres undefined),?,-3.7%,?,1.3%,-4.3%,?
# (cont.)
SMILES,HCV inhibitor,LmPK inh,Pf growth 96h,TbPYK inhibitor,Sm TGR block,Pf growth 48h
CC12CCCCN1CCCc1c2[nH]c2ccccc12 (centres undefined),3.8%,2.8%,27.8%,-4.4%,?,?
O=C(Nc1ccc(N2CCN(C(=O)c3ccccc3)CC2)c(Cl)c1)c1ncn[nH]1,-21.7%,-0.7%,?,-3.8%,-2.7%,11.7µM*
CCOc1cc(/C=N/NC(=O)c2ccccn2)ccc1OC(=O)c1cccs1,12.4%,0.3%,9.28µM*,-5.7%,-0.8%,28.9%
COc1ccc(C(=O)OCC(=O)NC(C)CCc2ccccc2)cc1OC (centres undefined),1.6%,5.5%,2.0%,-8.6%,0.1%,-17.2%
CCc1ccc(OCCn2ccnc2)cc1,-11.9%,-10.9%,?,23.8%,-14.8%,-3.9%
COc1ccc(CCN(Cc2cccs2)S(=O)(=O)c2ccc(-n3cnnn3)cc2)cc1OC,11.2µM*,-0.7%,73.5%[activator],0.9%,-28.8%,?
CCCC(=O)Nc1ccc(C(=O)NNC(=O)c2cccs2)cc1,24.5%,-0.8%,146.3%[activator],-0.6%,-17.9%,44.5%[activator]
CC(=O)Nc1cccc(Oc2ncnc3scc(-c4ccccc4)c23)c1,?,4.3%,-2.0%,-6.1%,0.2%,15.1%
COC(=O)c1ccccc1NC(=O)N1CCN(c2ccc(OC)cc2)CC1,11.0%,-0.5%,?,0.7%,/,0.7%
C/C=C(\C)C(=O)NCCN1C2=NC[C@H](Cc3ccc(O)cc3)N2C[C@H]1Cc1ccc(O)cc1,1.4%,-3.3%,?,1.8%,50.1µM*,?
C=CCc1c(C)[nH]c2ccc(C)cc2c1=O,-5.3%,6.2%,/,3.4%,-23.0%,1.47µM*
Cc1cccc(Cn2c(C)c(C)c3cc(C(=O)NCCN4CCOCC4)ccc32)c1,-18.1%,8.2%,2.2%,-1.1%,-2.1%,?
Cc1ccc(OCCC(=O)Nc2ccc(S(=O)(=O)Nc3cc(C)nc(C)n3)cc2)cc1,6.2%,/,-2.0%,-9.8%,0.2%,?
O=S(=O)(c1ccc(Br)s1)n1cccn1,6.8%,0.3%,?,6.6%,3.0%,9.1%
CCC1CCc2c(sc(NC(=O)c3ccco3)c2C(N)=O)C1 (centres undefined),3.98µM*,2.2%,57.6%[activator],-7.0%,-23.9%,102.1%[activator]
CN(Cc1ccc(Br)cc1)CC(O)COc1cccc(Br)c1 (centres undefined),-9.7%,0.2%,-9.2%,30.7%[activator],11.8%,-17.6%
CCOC(=O)[C@H]1[C@H]2COc3cc(OC)ccc3[C@@H]2N2C(=O)c3cc(F)c(F)cc3NC(=O)[C@@]12C,-11.8%,/,13.1µM*,-2.3%,0.0%,?
CC(C)CC(N)C(=O)OCc1ccc([N+](=O)[O-])cc1 (centres undefined),16.6%,3.6%,2.2%,1.9%,9.3%,14.5%
O=[N+]([O-])c1ccc2c(c1)C(O)n1ncnc1S2 (centres undefined),0.1%,-1.6%,?,4.9%,-6.3%,-1.1%
OC(CN1CCN(c2ccccn2)CC1)Cn1c2ccc(Cl)cc2c2cc(Cl)ccc21 (centres undefined),-4.6%,9.5%,/,0.8%,23.4%,1.65µM*
CC(C)CCNC(=O)NC(=O)CSc1ccc(S(=O)(=O)N2CCOCC2)cn1,10.7%,/,?,?,3.1%,9.6%
COc1ccc(CNC(=O)[C@H](C)NC(=O)C2CCN(C(=O)[C@@H](N)CCSC)CC2)cc1,16.2%,-11.6%,?,1.7%,-19.5%,-10.6%
CCNc1nc(NCC)n2c(SC(C(=O)Nc3cc(Cl)cc(Cl)c3)c3ccccc3)nnc2n1 (centres undefined),?,4.2%,10.4µM*,-6.3%,-2.4%,11.7%
CCN(CC)S(=O)(=O)c1ccc(NC(=O)COC(=O)CCc2cc(OC)c(OC)c(OC)c2)cc1,3.9%,5.3%,-5.8%,-2.4%,-6.0%,-10.2%
O=C(C(=O)N1CCCCC1)c1cn(CC(=O)N2CCCCCC2)c2ccccc12,6.9%,2.0%,11.7µM*,-0.8%,-1.4%,?
COc1ccc(OC)c2[nH]c(=O)c(CCNC(=O)c3ccc(S(=O)(=O)N4CCCC4)cc3)cc12,11.2µM*,1.1%,55.0%[activator],3.2%,9.0%,?
Cc1nn(-c2ccc(Cl)cc2)c2sc(C(=O)N3CCN(c4ccccn4)CC3)cc12,?,2.6%,-1.8%,3.5%,-1.1%,24.3%
CCOc1ccc(OCCSc2nc(-c3ccccc3)cc(=O)[nH]2)cc1,6.2%,-2.5%,54.7%[activator],-11.0%,-0.2%,-2.5%

# Arranged by count of non-hydrogen atoms (lowest first): some entries from above
SMILES,HCV inhibitor,LmPK inh,Pf growth 96h,TbPYK inhibitor,Sm TGR block,Pf growth 48h
C=CCc1c(C)[nH]c2ccc(C)cc2c1=O,-5.3%,6.2%,/,3.4%,-23.0%,1.47µM*
CC12CCCCN1CCCc1c2[nH]c2ccccc12 (centres undefined),3.8%,2.8%,27.8%,-4.4%,?,?
COC(=O)c1ccccc1NC(=O)N1CCN(c2ccc(OC)cc2)CC1,11.0%,-0.5%,?,0.7%,/,0.7%
CCOc1cc(/C=N/NC(=O)c2ccccn2)ccc1OC(=O)c1cccs1,12.4%,0.3%,9.28µM*,-5.7%,-0.8%,28.9%
Cc1ccc(OCCC(=O)Nc2ccc(S(=O)(=O)Nc3cc(C)nc(C)n3)cc2)cc1,6.2%,/,-2.0%,-9.8%,0.2%,?
CCOC(=O)[C@H]1[C@H]2COc3cc(OC)ccc3[C@@H]2N2C(=O)c3cc(F)c(F)cc3NC(=O)[C@@]12C,-11.8%,/,13.1µM*,-2.3%,0.0%,?
